Bioassay records as filed in PubChem.
XBP1 UPR activ = activators of adaptive XBP1 UPR arm, primary screen, cell-based, CHO-XBP1 luciferase reporter, luminescence, uHTS; IRE1-XBP1 UPR activation; percent of tunicamycin response, DMSO as zero; activation, % at 20 µM; 330,000 tested, 0.33% active;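 active = versus positive control, 20 µM dose yields 30% or more activation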;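 also: 100% = tunicamycin at 10 µg/mL and 0% = DMSO only wells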
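assay system = CHO-XBP1 luciferase reporter cells | amount = 1000 cells/well | buffer or medium = F12 plus 10% FBS | compound dosing = single point, 20 µM final compound, 1% DMSO | incubation = 16-18 h cell attachment at 37 °C, then 6 h compound exposure | detection = Steady-Glo luminescence read | controls = tunicamycin 10 µg/mL and vehicle-only wells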
EBI2 antag = EBI2 receptor antagonists, beta-arrestin recruitment, primary screen, cell-based, luminescence, 7a,25-OHC stimulation, uHTS. G-protein coupled receptor 183 (Homo sapiens), P32249. 7a,25-OHC stimulated. inhibition, % at 5 µM. 360,000 tested, 0.81% active; in the data active = inhibition above about 38%;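 also: enzyme fragment complementation signal reports receptor beta-arrestin coupling in cells; 0% = agonist plus DMSO wells and 100% = wells without agonist; some results beyond the cut were filed as inactive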
Target sequence (P32249 whole entry, looked up, the tested form may be a part): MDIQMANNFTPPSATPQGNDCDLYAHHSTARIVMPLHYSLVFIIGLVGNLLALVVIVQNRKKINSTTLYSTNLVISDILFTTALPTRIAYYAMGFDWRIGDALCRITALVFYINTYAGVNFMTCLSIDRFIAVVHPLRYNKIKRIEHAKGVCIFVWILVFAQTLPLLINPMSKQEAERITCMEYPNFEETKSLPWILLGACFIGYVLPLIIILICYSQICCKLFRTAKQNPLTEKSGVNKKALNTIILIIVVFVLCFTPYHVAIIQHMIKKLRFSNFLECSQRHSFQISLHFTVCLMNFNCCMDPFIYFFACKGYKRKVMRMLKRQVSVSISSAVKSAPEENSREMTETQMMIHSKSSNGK
CXCR6 inh = CXCR6 receptor inhibitors, primary screen, cell-based, beta-arrestin, luminescence, CHO-K1 PathHunter, 1536-well. AID 602244, 2012. inhibition, % at 20 µM. 360,000 tested, 0.36% active. C-X-C chemokine receptor type 6 (Homo sapiens), O00574; in the data active = inhibition above about 34%, passing the limit was not always enough;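 also: antagonist mode with CXCL16 agonist at 10 nM final; 0% = 10 nM CXCL16 with DMSO and 100% = unstimulated wells without agonist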
Target sequence (O00574 whole entry, looked up): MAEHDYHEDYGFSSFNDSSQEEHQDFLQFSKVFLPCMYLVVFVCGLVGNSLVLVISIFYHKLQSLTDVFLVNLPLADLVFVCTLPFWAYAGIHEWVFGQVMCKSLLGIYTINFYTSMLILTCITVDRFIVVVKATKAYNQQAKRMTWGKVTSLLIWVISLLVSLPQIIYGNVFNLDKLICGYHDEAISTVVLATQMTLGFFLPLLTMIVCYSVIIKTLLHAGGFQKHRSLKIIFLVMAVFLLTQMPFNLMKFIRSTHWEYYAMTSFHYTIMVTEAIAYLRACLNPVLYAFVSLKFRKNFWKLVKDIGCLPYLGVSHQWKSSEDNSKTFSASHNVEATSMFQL
tim23-1 inh = growth inhibitors of tim23-1 mutant yeast, primary screen, luminescence, uHTS | S. cerevisiae tim23-1 growth, BacTiter-Glo luminescence, 24 h | 330,000 tested, 1.3% active | inhibition, % at 20 µM | AID 463212, 2010;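 active = growth inhibition of the mutant yeast at or above 50%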;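 also: temperature-sensitive mutant grown at 25 °C; plate controls were DMSO-treated mutant yeast for no effect and medium wells lacking yeast for full effect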
APJ ag = agonists of human apelin receptor APJ, primary screen, CHO-K1 cells, PathHunter beta-arrestin, luminescence | P35414 | 0% DMSO wells, 100% apelin | activation, % at 20 µM | 330,000 tested, 0.11% active | AID 2520, 2010;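 active = activation more than six SD over the plate average, tested at 20 µM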;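 also: 0% = DMSO alone and 100% = apelin-13 at 10 nM; some results filed as inactive read as strong as hits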
Target sequence (P35414 whole entry, looked up): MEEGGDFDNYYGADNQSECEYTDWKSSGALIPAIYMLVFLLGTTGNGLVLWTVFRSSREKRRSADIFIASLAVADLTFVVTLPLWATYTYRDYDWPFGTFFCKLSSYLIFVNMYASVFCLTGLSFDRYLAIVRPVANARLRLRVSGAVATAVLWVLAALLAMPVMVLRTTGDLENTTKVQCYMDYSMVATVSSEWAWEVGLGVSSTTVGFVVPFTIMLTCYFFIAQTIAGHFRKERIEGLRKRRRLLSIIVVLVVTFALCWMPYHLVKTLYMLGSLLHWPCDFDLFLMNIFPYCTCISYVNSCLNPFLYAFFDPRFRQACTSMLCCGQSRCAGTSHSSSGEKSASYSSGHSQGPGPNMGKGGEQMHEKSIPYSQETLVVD
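system = engineered CHO-K1 APJ arrestin reporter cells | input = 1000 cells per well | timing = overnight seeding, 90 min compound at 25 °C, 1 h detection | measured by = enzyme-fragment complementation luminescence | read-out = beta-arrestin recruitment to APJ as agonist activity, luminescent signal | control set = negative DMSO alone, positive Apelin-13 at 10 nM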
Mdm2-MdmX inh = inhibitors of human Mdm2-MdmX association, primary screen, cell-based, luminescence, split luciferase, SaOS-2, uHTS | AID 485346, 2010 | SaOS-2 split-luciferase Mdm2/MdmX complementation | inhibition, % at 8 µM | 330,000 tested, 3% active | Protein Mdm4 (Homo sapiens) + E3 ubiquitin-protein ligase Mdm2 (Homo sapiens), …;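 active = inhibition of at least 50% at 8 µM in the primary screen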
CCR6 antag = CCR6 receptor antagonists, primary screen, cell-based, CHO-K1, luminescence, beta-arrestin, uHTS; C-C chemokine receptor type 6 (Homo sapiens), P51684; CHO-K1 CCR6 PathHunter beta-arrestin, CCL20-stimulated; inhibition, % at 20 µM; 340,000 tested, 0.49% active; AID 493098, 2011;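 active = compounds whose inhibition of the agonist-driven luminescence signal at 20 µM reaches about 50%, limit read from the data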;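 also: cells stimulated with CCL20 at 14 nM final; plate controls were DMSO with CCL20 for no effect and DMSO without agonist for full effect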
APJ antag = antagonists of human apelin receptor APJ, primary screen, CHO-K1 cells, beta-arrestin complementation, luminescence; AID 2521, 2010; inhibition, % at 20 µM; 330,000 tested, 0.32% active;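 active = inhibition above about 40% at 20 µM, limit read from the data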;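 also: cells challenged with 10 nM apelin-13 agonist together with compound; plate controls were apelin-13 plus DMSO wells for no effect and DMSO wells lacking apelin-13 for full effect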
CHOP UPR activ = activators of apoptotic CHOP UPR arm, primary screen, cell-based, CHO-CHOP luciferase reporter, luminescence, uHTS; activation, % at 10 µM; UPR activation; percent of tunicamycin response over DMSO baseline; AID 449763, 2010; 330,000 tested, 0.34% active;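 active = at 10 µM dose, activation of 40% or more, normalized to positive control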;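 also: 100% = tunicamycin at 10 µg/mL and 0% = DMSO alone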
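System: CHO-CHOP luciferase reporter cell line; amount: 500 cells/well; buffer or medium: F12 medium containing 10% fetal bovine serum; incubation: 6 h compound exposure at 37 °C after overnight seeding; measured by: luciferase luminescence after 10 min with Steady-Glo reagent; evaluation: % reporter activation, DMSO baseline versus tunicamycin full activation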
Active calls of the source: *. This is a subset; rates above refer to the full screens.

How did CC1=C(C(=O)N2CCOCC2)C(c2ccc(-c3ccccc3)cc2)NC(=S)N1 (configuration not stated) do in these assays?
XBP1 UPR activ: -1; EBI2 antag: -3; CXCR6 inh: -3; tim23-1 inh: 0; APJ ag: -2; Mdm2-MdmX inh: 10; CCR6 antag: 8; APJ antag: -6; CHOP UPR activ: -0.3

How did O=C(COc1ccccc1F)Nc1ccc(N2CCOCC2)cc1N1CCOCC1 do in these assays?
XBP1 UPR activ: -4; EBI2 antag: 1; CXCR6 inh: -4; tim23-1 inh: 11; APJ ag: -2; Mdm2-MdmX inh: 12; CCR6 antag: 19; APJ antag: -10; CHOP UPR activ: 0.1

Results for Cc1cc(NC(=O)C2CCN(S(=O)(=O)c3cccs3)CC2)no1 ?
XBP1 UPR activ: -1; EBI2 antag: -1; CXCR6 inh: -6; tim23-1 inh: 24; APJ ag: -1; Mdm2-MdmX inh: 8; CCR6 antag: -31; APJ antag: 5; CHOP UPR activ: -0.7

How did NC(=O)C(c1ccc(Br)cc1)c1ccc(C(=O)c2ccccc2)cc1 (configuration not stated) do in these assays?
XBP1 UPR activ: -3; EBI2 antag: 7; CXCR6 inh: -3; tim23-1 inh: 28; APJ ag: -1; Mdm2-MdmX inh: 31; CCR6 antag: 23; APJ antag: 1; CHOP UPR activ: -0.9

How did Cc1cc(C)n(C(=O)CSc2nc3ccccc3o2)n1 do in these assays?
XBP1 UPR activ: -1; EBI2 antag: -8; CXCR6 inh: 5; tim23-1 inh: 5; APJ ag: -1; Mdm2-MdmX inh: 1; CCR6 antag: -5; APJ antag: -18; CHOP UPR activ: -0.3

What do the screens show for `Cc1ccccc1NC(=S)N1CCC(NC(=O)c2ccco2)CC1`?
XBP1 UPR activ: 1; EBI2 antag: -11; CXCR6 inh: -1; tim23-1 inh: 2; APJ ag: -2; Mdm2-MdmX inh: 2; CCR6 antag: -5; APJ antag: -8; CHOP UPR activ: 1.6

How did COc1ccc(/C=N/Nc2nccnc2Cl)c(OC)c1 do in these assays?
XBP1 UPR activ: -4; EBI2 antag: 10; CXCR6 inh: -1; tim23-1 inh: 22; APJ ag: -2; Mdm2-MdmX inh: -15; CCR6 antag: 19; APJ antag: -7; CHOP UPR activ: -0.9

What do the screens show for `COc1ccc(NC(=O)Nc2nnc(C(C)C)s2)cc1`?
XBP1 UPR activ: 3; EBI2 antag: -3; CXCR6 inh: 3; tim23-1 inh: 29; APJ ag: -3; Mdm2-MdmX inh: -86; CCR6 antag: -27; APJ antag: -11; CHOP UPR activ: 5.3

How did Clc1cccc(NCc2cn3cccnc3n2)c1 do in these assays?
XBP1 UPR activ: 0; EBI2 antag: -8; CXCR6 inh: 4; tim23-1 inh: -11; APJ ag: -2; Mdm2-MdmX inh: -10; CCR6 antag: 4; APJ antag: 3; CHOP UPR activ: 1.7

How did O=C(Cc1ccc(S(=O)(=O)N2CCOCC2)s1)NCC(=O)Nc1ccccc1Br do in these assays?
XBP1 UPR activ: -2; EBI2 antag: 11; CXCR6 inh: -3; tim23-1 inh: -1; APJ ag: -6; Mdm2-MdmX inh: 8; CCR6 antag: 0; APJ antag: 3; CHOP UPR activ: 1.5

What do the screens show for `Cc1ccc(Cl)cc1NS(=O)(=O)c1ccc2oc(=O)ccc2c1`?
XBP1 UPR activ: -4; EBI2 antag: -4; CXCR6 inh: -3; tim23-1 inh: 23; APJ ag: -2; Mdm2-MdmX inh: 14; CCR6 antag: 2; APJ antag: 10; CHOP UPR activ: 0.1

Results for Cc1cnc(C(=O)Nc2ccc(F)cc2)cn1 ?
XBP1 UPR activ: 3; EBI2 antag: -19; CXCR6 inh: -4; tim23-1 inh: -10; APJ ag: -4; Mdm2-MdmX inh: -42; CCR6 antag: -6; APJ antag: 6; CHOP UPR activ: 0.4

How did COc1cccc(OC)c1C(=O)Nc1ccc(C(=O)c2ccncc2)cc1 do in these assays?
XBP1 UPR activ: 1; EBI2 antag: 11; CXCR6 inh: -15; tim23-1 inh: 20; APJ ag: 2; Mdm2-MdmX inh: -9; CCR6 antag: 3; APJ antag: 5; CHOP UPR activ: 1.6

How did Cc1cc(C)cc(-n2ccnc2SCC(=O)c2c(N)n(C3CC3)c(=O)[nH]c2=O)c1 do in these assays?
XBP1 UPR activ: 0; EBI2 antag: -10; CXCR6 inh: 4; tim23-1 inh: -5; APJ ag: 1; Mdm2-MdmX inh: -13; CCR6 antag: 2; APJ antag: 3; CHOP UPR activ: 1.1

Results for Cc1ccc(S(=O)(=O)N2CCCCC2)cc1NC(=O)CNCc1ccco1 ?
XBP1 UPR activ: -1; EBI2 antag: 4; CXCR6 inh: -6; tim23-1 inh: 29; APJ ag: -1; Mdm2-MdmX inh: 6; CCR6 antag: 0; APJ antag: -22; CHOP UPR activ: 1.3

What do the screens show for `CC1(C)CC(=O)C(C=NCCC2=CCCCC2)=C(O)C1`?
XBP1 UPR activ: 2; EBI2 antag: 6; CXCR6 inh: -4; tim23-1 inh: 28; APJ ag: 2; Mdm2-MdmX inh: 5; CCR6 antag: 3; APJ antag: 24; CHOP UPR activ: 0.8

What do the screens show for `Cc1nc(OCc2ccccc2)c2sc3nc4c(cc3c2n1)COC(C)(C)C4`?
XBP1 UPR activ: 0; EBI2 antag: 6; CXCR6 inh: -6; tim23-1 inh: 21; APJ ag: 14; Mdm2-MdmX inh: -4; CCR6 antag: 16; APJ antag: -17; CHOP UPR activ: 4.0

What do the screens show for `O=C(OCc1cccc2ccccc12)C1CC(=O)N(c2ccccc2)C1` (configuration not stated)?
XBP1 UPR activ: -2; EBI2 antag: 5; CXCR6 inh: 1; tim23-1 inh: 24; APJ ag: -1; Mdm2-MdmX inh: 4; CCR6 antag: 1; APJ antag: 13; CHOP UPR activ: -1.7

Results for O=C(O)c1cccc2c(-c3ccccc3)c(-c3ccccc3)[nH]c12 ?
XBP1 UPR activ: 1; EBI2 antag: -4; CXCR6 inh: 7; tim23-1 inh: 48; APJ ag: -3; Mdm2-MdmX inh: 3; CCR6 antag: 3; APJ antag: -8; CHOP UPR activ: -1.7

What do the screens show for `COc1cccc(CNC(=O)CCC2CCCN(C(=O)CCn3cncn3)C2)c1` (configuration not stated)?
XBP1 UPR activ: -3; EBI2 antag: -14; CXCR6 inh: -3; tim23-1 inh: 16; APJ ag: 0; Mdm2-MdmX inh: -37; CCR6 antag: 5; APJ antag: 0; CHOP UPR activ: -0.3

Results for O=C(NC1CCCCC1)C1CCN(S(=O)(=O)c2cccc3nonc23)CC1 ?
XBP1 UPR activ: 3; EBI2 antag: -7; CXCR6 inh: -5; tim23-1 inh: -8; APJ ag: -1; Mdm2-MdmX inh: -3; CCR6 antag: 19; APJ antag: 13; CHOP UPR activ: 1.8

Results for CCOc1ccc(C(C(=O)NC2CCCC2)N(C(=O)CNC(=O)c2ccco2)c2cccnc2)cc1 (configuration not stated) ?
XBP1 UPR activ: -3; EBI2 antag: 1; CXCR6 inh: -3; tim23-1 inh: 14; APJ ag: -1; Mdm2-MdmX inh: 10; CCR6 antag: 7; APJ antag: 26; CHOP UPR activ: 1.7

Results for Cc1ccc(S(=O)(=O)NCC(C)NS(C)(=O)=O)cc1 (configuration not stated) ?
XBP1 UPR activ: -2; EBI2 antag: -5; CXCR6 inh: 0; tim23-1 inh: -8; APJ ag: -4; Mdm2-MdmX inh: 25; CCR6 antag: -11; APJ antag: 14; CHOP UPR activ: -1.2

What do the screens show for `Cc1ccc(-c2noc(CN(C(=O)c3cccs3)C(C)C)n2)cc1`?
XBP1 UPR activ: -2; EBI2 antag: 11; CXCR6 inh: 1; tim23-1 inh: 26; APJ ag: -6; Mdm2-MdmX inh: 8; CCR6 antag: 8; APJ antag: 8; CHOP UPR activ: 1.3

What do the screens show for `O=C(Cc1ccc(Br)cc1)NC1CCCc2ccccc21` (configuration not stated)?
XBP1 UPR activ: 5; EBI2 antag: 11; CXCR6 inh: -5; tim23-1 inh: 13; APJ ag: -3; Mdm2-MdmX inh: -3; CCR6 antag: 1; APJ antag: 12; CHOP UPR activ: 1.3

What do the screens show for `O=C(CN(Cc1ccco1)C(=O)Cn1nnc(-c2cccs2)n1)NCc1ccccc1`?
XBP1 UPR activ: 0; EBI2 antag: 2; CXCR6 inh: 4; tim23-1 inh: 19; APJ ag: 2; Mdm2-MdmX inh: -23; CCR6 antag: 7; APJ antag: 16; CHOP UPR activ: -0.9

How did COC(=O)CSc1nnc(Cc2ccccc2)n1-c1ccc(C)cc1 do in these assays?
XBP1 UPR activ: -3; EBI2 antag: 0; CXCR6 inh: 1; tim23-1 inh: 16; APJ ag: -3; Mdm2-MdmX inh: 19; CCR6 antag: 7; APJ antag: 3; CHOP UPR activ: 1.2

How did COc1ccc(-c2cc(C(=O)Nc3ccc(S(=O)(=O)Nc4ncccn4)cc3)c3ccccc3n2)cc1 do in these assays?
XBP1 UPR activ: 1; EBI2 antag: -7; CXCR6 inh: 8; tim23-1 inh: 19; APJ ag: -4; Mdm2-MdmX inh: 24; CCR6 antag: 14; APJ antag: 1; CHOP UPR activ: 0.7

How did CN(c1ccccc1)S(=O)(=O)c1ccc(C(=O)Nc2ccncc2)cc1 do in these assays?
XBP1 UPR activ: -3; EBI2 antag: -3; CXCR6 inh: -19; tim23-1 inh: 5; APJ ag: 3; Mdm2-MdmX inh: 23; CCR6 antag: -2; APJ antag: -64; CHOP UPR activ: 0.2

What do the screens show for `COc1cccc(/C=N/NC(=O)c2ccc3nc[nH]c3c2)c1O`?
XBP1 UPR activ: -2; EBI2 antag: -1; CXCR6 inh: 0; tim23-1 inh: 1; APJ ag: 0; Mdm2-MdmX inh: 9; CCR6 antag: 2; APJ antag: -14; CHOP UPR activ: -0.7

2 records drawn at random from the list so far:
What do the screens show for `O=C(Cc1ccc(Br)cc1)NC1CCCc2ccccc21` (configuration not stated)?
XBP1 UPR activ: 5; EBI2 antag: 11; CXCR6 inh: -5; tim23-1 inh: 13; APJ ag: -3; Mdm2-MdmX inh: -3; CCR6 antag: 1; APJ antag: 12; CHOP UPR activ: 1.3

What do the screens show for `O=C(CN(Cc1ccco1)C(=O)Cn1nnc(-c2cccs2)n1)NCc1ccccc1`?
XBP1 UPR activ: 0; EBI2 antag: 2; CXCR6 inh: 4; tim23-1 inh: 19; APJ ag: 2; Mdm2-MdmX inh: -23; CCR6 antag: 7; APJ antag: 16; CHOP UPR activ: -0.9
